Pf growth 96h – P. falciparum growth inhibition at 96 hours. 320,000 tested, 6.9% active. P. falciparum luciferase reporter growth, 96 h. Potency, µM (doses to about 28.7 µM), without a hit: at the highest dose activity change, negative = inhibition, hits mostly inhibitors; further: potency means the concentration at half of the fitted maximal effect; on the % scale 0 is the no-effect control and ±100 the full control effect
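P. falciparum expressing integrated firefly luciferase, in erythrocytes at 2% hematocrit, 0.05% parasitemia, incubated with compounds 96 h at 37 C, 5% CO2. Growth inhibition read as loss of luminescence; two-generation exposure targets delayed-death apicoplast inhibitors.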
TbPYK inhibitor – blocks Trypanosoma brucei pyruvate kinase | Q57TT1 | TbPYK enzyme, Kinase-Glo Plus ATP luminescence, 45 min | Potency, µM (top dose mostly 76.8 µM), for inactives: at the top dose activity, negative = inhibition, most hits filed as inhibitors | 410,000 tested, 0.12% active | AID 624173; further: potency means the concentration at half of the fitted maximal effect; on the % scale 0 is the no-effect control and ±100 the full control effect; nearly all actives have a fitted effect of over 50% in size
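TbPYK + substrate in 50 mM TEA pH 7.2, 100 mM KCl, 10 mM MgCl2, 0.05% BSA, 0.01% Tween-20; cpd pinned; ADP 130 uM final; 45 min RT; Kinase-Glo Plus 10 min; luminescence endpoint.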
Pf growth 48h – inhibits P. falciparum growth in the first generation, 48 h. P. falciparum luciferase growth in erythrocytes, 48 h. Potency, µM (titrated, usually from 28.7 µM), inactives show at the highest dose activity change, negative = inhibition, actives largely listed as inhibitors. 310,000 tested, 5.9% active. AID 504832; further: potency means the concentration at half of the fitted maximal effect; on the % scale 0 is the no-effect control and ±100 the full control effect
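Firefly luciferase activity from engineered P. falciparum reports growth; inhibitors lower the luminescent signal. Cultures contained 2% hematocrit erythrocytes at 0.1% final parasitemia.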
CHX counter – counter-screen for Shiga toxin inhibitors: cycloheximide protein synthesis inhibition. cell reporter, cycloheximide protein synthesis inhibition counterscreen. max response, %. 300,000 tested, 12% active; in the data active means max response mostly above about 13%, no sharp cut-off; inactive means mostly below about 14%; further: read at 38.3 µM for the half of the compounds with a filed dose; 0% is about no effect
AmpC no deterg – blocks E. coli AmpC beta-lactamase in detergent-free assay; AmpC nitrocefin hydrolysis, absorbance 480 nm, 0.0001% Triton; Potency, µM (titrated, usually from 57.1 µM), for inactives: at the highest dose activity change, negative = inhibition, most hits filed as inhibitors; 330,000 tested, 0.52% active; AID 485341; P00811;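 further: potency means the concentration at half of the fitted maximal effect; plate controls were no compound for no effect and no enzyme for full effect; nearly all actives have a fitted effect of over 20% in size; some results filed as inactive show a strong effect at the top dose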
Target sequence (P00811 whole entry, looked up): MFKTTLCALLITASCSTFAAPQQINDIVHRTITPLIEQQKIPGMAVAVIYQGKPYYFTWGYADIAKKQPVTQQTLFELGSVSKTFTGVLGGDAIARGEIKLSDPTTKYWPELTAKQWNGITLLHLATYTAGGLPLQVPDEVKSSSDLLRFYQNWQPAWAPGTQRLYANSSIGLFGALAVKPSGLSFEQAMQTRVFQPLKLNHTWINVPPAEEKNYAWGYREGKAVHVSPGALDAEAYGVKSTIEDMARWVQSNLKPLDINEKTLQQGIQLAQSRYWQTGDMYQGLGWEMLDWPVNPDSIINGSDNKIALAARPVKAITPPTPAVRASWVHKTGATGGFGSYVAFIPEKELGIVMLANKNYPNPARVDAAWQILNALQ
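AmpC (5.3 nM in the dispensed reagent) in 20 mM phosphate pH 7.0 with 0.01% (detergent screen) or 0.0001% Triton X-100 was preincubated with compounds for 15 min at room temperature. Nitrocefin was then added from an 800 uM solution, and hydrolysis was followed at 480 nm.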
LmPK inhibitor – inhibitors of Leishmania mexicana pyruvate kinase. Q27686. purified LmPK, Kinase-Glo ATP luminescence, 1 h. Potency, µM (titrated, usually from 57.5 µM), inactives show at the top dose activity change, negative = inhibition, actives largely listed as inhibitors. 290,000 tested, 0.37% active. AID 1721; further: potency means the concentration at half of the fitted maximal effect; on the % scale 0 is the no-effect control and ±100 the full control effect
Target sequence (Q27686 whole entry, looked up): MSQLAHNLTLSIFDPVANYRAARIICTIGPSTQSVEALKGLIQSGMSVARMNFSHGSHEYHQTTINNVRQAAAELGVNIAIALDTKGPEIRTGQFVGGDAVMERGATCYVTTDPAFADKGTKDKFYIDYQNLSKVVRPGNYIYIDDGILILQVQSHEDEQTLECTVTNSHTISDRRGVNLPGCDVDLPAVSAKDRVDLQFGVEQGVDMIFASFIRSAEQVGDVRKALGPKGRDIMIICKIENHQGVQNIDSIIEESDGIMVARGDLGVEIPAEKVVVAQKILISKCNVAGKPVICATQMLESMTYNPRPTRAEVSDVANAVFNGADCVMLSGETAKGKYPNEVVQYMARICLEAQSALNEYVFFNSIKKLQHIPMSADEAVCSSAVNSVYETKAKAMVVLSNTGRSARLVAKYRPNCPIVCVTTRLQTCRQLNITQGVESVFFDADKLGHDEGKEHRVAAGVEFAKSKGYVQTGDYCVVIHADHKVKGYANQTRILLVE
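In 50 mM imidazole pH 7.2 with 7 mM MgCl2, LmPK (0.1 nM) turned over PEP (0.5 mM) and ADP (0.1 mM) for 1 h at room temperature. Luciferase read-out of ATP.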
Shiga toxin inh – Shiga toxin inhibition. Vero cells, Shiga toxin protein synthesis inhibition reporter. 290,000 tested, 9.2% active. AID 2315. inhibition, % at 38.7 µM; in the data active means inhibition mostly above about 28%, no sharp cut-off; inactive means mostly below about 43%; further: 0% is about no effect
* = called active by the depositor; ? = inconclusive; · = not tested or not shown; & = joins results of further samples; [ ] = dose if it differs, or a comment. Unless noted, the call rests on the fitted dose curve; in most records, active means well fitted curve in the direction sought with a large enough effect; inconclusive means small, poorly fitted or top-dose-only effect, or another doubt; inactive means no such curve, though single readings can be large; an effect the other way counts as inactive or inconclusive. Hits appear at their usual frequency; overall some 22% were active at least once.

The first 12 compounds as a preview:
SMILES	Pf growth 96h	TbPYK inhibitor	Pf growth 48h	CHX counter	AmpC no deterg	LmPK inhibitor	Shiga toxin inh
COc1ccc(C2CCCN2C(=S)Nc2ccc(C)cc2C)cc1OC (stereo not given)	39%[activator]	-1%	-25%	4	16%	3%	-3
O=C(NNC(=O)c1cccs1)c1cccnc1	?	2%	12%	-3	-6%	-1%	6
Cn1c2c(c(=O)n(C)c1=O)C(c1ccc(Br)cc1)Nc1ccccc1O2 (stereo not given)	33%[activator]	-13%	·	-3	11%	5%	-11
Cc1ccc(C)c(NC(=O)CCn2cnnn2)c1	-42%	0%&6%	2%	-1	-23%	1%	-4
Nc1ccccc1C(=O)c1ccccc1	16%	2%	·	-3	-12%	0%	-7
CC(C)C1N(C(=O)N2CCOCC2)CCN1S(=O)(=O)c1ccccc1 (stereo not given)	6%	1%	12%	-1	0%	2%	-4
CC(C)c1ccc(S(=O)(=O)N2CCN(C(=O)c3ccc(N4CCCC4)c([N+](=O)[O-])c3)CC2)cc1	?	3%	-12%	22	11%	-8%	26
Cc1cc(C)cc(N(C(=O)CNC(=O)c2ccco2)C(C(=O)NC2CCCCC2)c2cccnc2)c1 (stereo not given)	-1%	8%	?	-3	-16%	-7%	3
Cc1nn(Cc2ccccc2Cl)c2sc(C(=O)NCc3ccc4c(c3)OCO4)cc12	12µM*	-6%	·	15	-2%	-1%	-2
CCOC(=O)c1cc2c(C)[nH]c(C)c2cc(C(=O)OCC)c1=O	2%	-19%	-26%	-3	-24%	1%	0
COc1ccc(CCN=C2SCC(=O)N2Cc2ccccc2)cc1OC	216%[activator]	4%	-10%	17	45%	3%	24
Cc1onc(-c2ccccc2)c1C(=O)NCc1ccccc1F	3%	2%	7%	-3	-15%	-1%	-5

This part in full (from the top)
SMILES	Pf growth 96h	TbPYK inhibitor	Pf growth 48h	CHX counter	AmpC no deterg	LmPK inhibitor	Shiga toxin inh
COc1ccc(C2CCCN2C(=S)Nc2ccc(C)cc2C)cc1OC (stereo not given)	39%[activator]	-1%	-25%	4	16%	3%	-3
O=C(NNC(=O)c1cccs1)c1cccnc1	?	2%	12%	-3	-6%	-1%	6
Cn1c2c(c(=O)n(C)c1=O)C(c1ccc(Br)cc1)Nc1ccccc1O2 (stereo not given)	33%[activator]	-13%	·	-3	11%	5%	-11
Cc1ccc(C)c(NC(=O)CCn2cnnn2)c1	-42%	0%&6%	2%	-1	-23%	1%	-4
Nc1ccccc1C(=O)c1ccccc1	16%	2%	·	-3	-12%	0%	-7
CC(C)C1N(C(=O)N2CCOCC2)CCN1S(=O)(=O)c1ccccc1 (stereo not given)	6%	1%	12%	-1	0%	2%	-4
CC(C)c1ccc(S(=O)(=O)N2CCN(C(=O)c3ccc(N4CCCC4)c([N+](=O)[O-])c3)CC2)cc1	?	3%	-12%	22	11%	-8%	26
Cc1cc(C)cc(N(C(=O)CNC(=O)c2ccco2)C(C(=O)NC2CCCCC2)c2cccnc2)c1 (stereo not given)	-1%	8%	?	-3	-16%	-7%	3
Cc1nn(Cc2ccccc2Cl)c2sc(C(=O)NCc3ccc4c(c3)OCO4)cc12	12µM*	-6%	·	15	-2%	-1%	-2
CCOC(=O)c1cc2c(C)[nH]c(C)c2cc(C(=O)OCC)c1=O	2%	-19%	-26%	-3	-24%	1%	0
COc1ccc(CCN=C2SCC(=O)N2Cc2ccccc2)cc1OC	216%[activator]	4%	-10%	17	45%	3%	24
Cc1onc(-c2ccccc2)c1C(=O)NCc1ccccc1F	3%	2%	7%	-3	-15%	-1%	-5
CCOC(=O)c1c(NC(=O)CN2CCN(C)CC2)sc(C(=O)Nc2ccccc2)c1C	0%	6%	13µM*	28*	222%[activator]	0%	18
O=C(Nc1ccc(Oc2ccsc2C(=O)O)cc1)c1ccccc1	2%	-2%	-16%[0.00184 µM]	-5	-22%	-3%	5
CCN(C(=O)CCS(=O)(=O)c1cccc2nonc12)c1ccc(C)c(C)c1	?	-8%	-16%	-3	32%	4%	-5
Cc1coc(C)c1C(=O)CC1(O)C(=O)Nc2cc(Cl)cc(Cl)c21 (stereo not given)	13%	-9%	-4%	-5	-20%	2%	-4
COc1ccc(NC(=O)O/N=C/c2c(C)nn(C(C)(C)C)c2C)cc1	281%[activator]	2%	153%[activator]	29*	6%	0%	45
O=C(Cc1ccccc1)NNC(=O)Nc1cccc(Cl)c1	0%	-8%	13%	-3	-11%	0%	-33
COc1ccc(C)cc1NC(=O)CSc1nc2scc(C)c2c(=O)[nH]1	4%	1%	?	-1	7%	-9%	-5
CCOC(=O)c1c(C)oc2ccc(OCc3cc(C(=O)OC)oc3C)cc12	-35%	-5%	·	12	37%	3%	-6
CCN1C(=O)C2(SC(NC(C)=O)=NN2C(C)=O)c2cc(C)ccc21 (stereo not given)	?	4%	-1%	2	-21%	-2%	-16
CCN(c1ccccc1)S(=O)(=O)c1ccc2c(c1)CCCN2C(C)=O	21%	0%	22%	4	44%	2%	-5
Cc1nc(C)c(C(=O)N/N=C/c2cc(Br)ccc2O)s1	5.2µM*	7%	2.3µM*	-2	-39%	-3%	-10
COc1cc(NC(=O)c2cc(OC)c(OC)c(OC)c2)c(OC)cc1NC(=O)CN1CCCCC1	-1%	-8%	?	0	96%[activator]	1%	14
[O-][n+]1c2cc(C(F)(F)F)ccc2c2n1CCN=C2c1ccc(Cl)cc1	?	-3%	?	·	54%	·	·
O=C(N/N=C/c1cn(-c2ccccc2)nc1-c1ccc2c(c1)OCCO2)c1ccncc1	112%[activator]	-19%	134%[activator]	29*	0%	7%	50*
Cn1c(C(=O)c2ccccc2)nc2ccccc21	31%[activator]	-1%	48%[activator]	26*	-7%	-2%	58*
C/C(CCc1ccccc1)=N\NC(=O)COc1ccccc1C	50%[activator]	3%	20%	13	-18%[2.29 µM]	-1%	14
CCOc1ccccc1NC(=O)Nc1cccc(NC(C)=O)c1	?	-1%	-11%	-1	-21%	1%	17
COc1cccc(N(C(=O)CNC(=O)c2ccco2)C(C(=O)NC2CCCCC2)c2ccncc2)c1 (stereo not given)	9.3µM*	-1%	-5%	0	-7%	0%	-2
NC(=O)C1CCN(C(=O)C2CCC(=O)N(C3CCCCCC3)C2)CC1 (stereo not given)	?	-2%	-1%	-2	-11%	-3%	16
C/C(=N\NC(=O)c1sccc1C)c1ccncc1	7.4µM*	-2%	98%[activator]	44*	-20%	-4%	109*
CCOc1ccccc1NC(=O)c1nc(S(=O)(=O)Cc2ccccc2)ncc1Cl	?	5%	0%	3	-26%	7%	1
COc1ccccc1CCC(=O)OCC(=O)N1CCN(S(=O)(=O)c2ccc(C)cc2C)CC1	4%	1%	?	·	24%	·	·
COC(=O)c1cccc(NC(=O)c2cccc(OC)c2)c1	27%	-15%	160%[activator]	53*	·	?	104*
Cc1ccsc1/C=N\NC(=O)c1ccc2c(c1)OCO2	197%[activator]	-1%	244%[activator]	35*	-20%	?	85*
COCCNc1nnc(SCC(=O)NC(=O)c2ccccc2)s1	17%	4%	0%	·	-24%	·	·
CCOC(=O)c1cc2[nH]c3ccccc3c2[n+](-c2ccc([N+](=O)[O-])cc2)c1C	?	-6%	2.6µM*	-3	-8%	-1%	-13
O=C1C=C(c2ccc(O)cc2)C[C@@H](c2ccc3c(c2)OCO3)C1	?	-1%	-15%	·	-21%	·	·
Cc1nn(Cc2c(Cl)cccc2Cl)c(C)c1NC(=O)c1cc(C(C)C)on1	9.3µM*	1%	·	-4	39%	3%	-9

Ordered by number of heavy atoms (ascending): part of the list above.
SMILES	Pf growth 96h	TbPYK inhibitor	Pf growth 48h	CHX counter	AmpC no deterg	LmPK inhibitor	Shiga toxin inh
O=C(Cc1ccccc1)NNC(=O)Nc1cccc(Cl)c1	0%	-8%	13%	-3	-11%	0%	-33
Cc1onc(-c2ccccc2)c1C(=O)NCc1ccccc1F	3%	2%	7%	-3	-15%	-1%	-5
COc1cc(NC(=O)c2cc(OC)c(OC)c(OC)c2)c(OC)cc1NC(=O)CN1CCCCC1	-1%	-8%	?	0	96%[activator]	1%	14

Carrying on:
SMILES	Pf growth 96h	TbPYK inhibitor	Pf growth 48h	CHX counter	AmpC no deterg	LmPK inhibitor	Shiga toxin inh
COc1ccc(C)cc1NC(=O)NCc1ccc(F)cc1	97%[activator][5.75 µM]	-3%	22%	6	-4%[2.29 µM]	-1%	31
Nc1nc(C23CC4CCC(CC(C4)C2)C3)cs1	-4%	-3%	?	-5	-41%	-2%	10
CC(C)(C)c1cc([N+](=O)[O-])cc(C(C)(C)C)c1O	-22%	-2%	-22%	2	-40%	-2%	25
O=C(Nc1ccccc1F)NC1CCN(Cc2nnnn2Cc2ccc(F)cc2)CC1	?	-8%	?	-2	10%	4%	-7
COc1cc(CCC(=O)NCc2ccc(S(N)(=O)=O)cc2)cc(OC)c1OC	-16%	-8%	-29%	5	-3%	-7%	23
O=C(NCCc1ccccc1)C1CCN(C(=O)c2sccc2-n2cccc2)CC1	-2%	-8%	-14%	-2	28%	-1%	4
COc1ccc(OC)c(S(=O)(=O)N(C)CC(=O)Nc2ccc3c(c2)OCCO3)c1	-9%	-8%	-27%	-3	·	4%	-5
COc1ccc(S(=O)(=O)N2CCN=C2SCc2cccnc2)cc1	28%	-4%	7%	-1	-1%	0%	-2
COc1ccc(CCNC(=O)COc2ccc(S(=O)(=O)N3CCCC3)cc2)cc1	55%[activator]	-4%	?	-2	9%	5%	6
CCC(C)(C(=O)NC1CCCC1)N(Cc1cccs1)C(=O)c1ccc2c(c1)OCO2 (stereo not given)	56%[activator]	0%	-29%	0	7%	-11%	9
CCOc1cc(C(=O)Nc2ccccc2N2CCOCC2)ccc1OCC(=O)N1CCCCC1	?	4%	?	1	70%[activator]	-4%	-21
N#Cc1c(N)sc(=S)c2c1CCCCC2	?	?	4%	6	-36%	-3%	-3
CC(C)(C)C(=O)Nc1sc2c(c1C#N)CCN(Cc1ccccc1)C2	17%	-1%	-12%	2	-10%	7%	18
O=C1CC(c2ccccc2)CC(O)=C1C=NCCN1CCN(C(=O)Nc2ccccc2)CC1 (stereo not given)	50%[activator]	-16%	-12%	-3	77%[activator]	-7%	-5
COC(=O)Nc1ncc(CN2CCC(c3ccccc3)CC2)s1	-15%	-9%	-7%	-2	-12%	2%	14
CN(C)C(=O)Cn1cnc2c(cnn2-c2ccccc2Cl)c1=O	-12%	-2%	?	-2	-7%	-1%	13
CC(=O)NCCOc1nc(N(C)C)nc(N2CCCCC2)n1	9%	0%	19%	3	12%	0%	-16
O=C(CSc1nccn1-c1cccc(Cl)c1)Nc1ccc2c(c1)OCCO2	?	-9%	·	-4	-20%	1%	-6
Cc1noc(C)c1C(=O)N1CCN(CCc2ccccc2)CC1	35%	-5%	15%	1	-3%	6%	-9
Cc1cccc(CN2CCC(C(=O)Nc3ccc(-n4nc(C)cc4C)cc3)CC2)n1	?	-1%	-19%	-1	47%	2%	19
Cc1nc2c3c(sc2c(=O)[nH]1)NC(=O)CC3c1ccccc1Cl (stereo not given)	41%[activator]	1%	2%	3	0%	5%	-9
N#CCSc1nccc(/C=C/c2ccccc2)n1	?	4%	20%	42*	-23%	2%	40*
